UBC13 polyUb – inhibitors of human UBC13 polyubiquitin chain formation. AID 485273. TR-FRET. inhibition, % at 20 µM. actives 0.47% (n = 330,000). P61088; in the data active = inhibition above about 45%, passing the limit was not always enough; inconclusive = no clear call, values can overlap the other calls
Target sequence (P61088 whole entry, looked up): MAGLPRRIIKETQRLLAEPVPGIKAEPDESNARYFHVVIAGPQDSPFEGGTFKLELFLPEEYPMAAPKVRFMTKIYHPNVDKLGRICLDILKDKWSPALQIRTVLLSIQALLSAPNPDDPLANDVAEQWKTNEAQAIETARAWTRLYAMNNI
SENP7 inh – blocks the human protease SENP7. recombinant SENP7, Z-RLRGG-aminoluciferin luminescence, 40 min. Q9BQF6. actives 1.5% (n = 330,000). AID 434973. inhibition, % at 5 µM;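 active = inhibition above about 50% at the single test dose, limit read from the data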;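 also: plate controls were DMSO with enzyme for no effect and no enzyme buffer wells for full effect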
Target sequence (Q9BQF6 706-1050 limits assumed): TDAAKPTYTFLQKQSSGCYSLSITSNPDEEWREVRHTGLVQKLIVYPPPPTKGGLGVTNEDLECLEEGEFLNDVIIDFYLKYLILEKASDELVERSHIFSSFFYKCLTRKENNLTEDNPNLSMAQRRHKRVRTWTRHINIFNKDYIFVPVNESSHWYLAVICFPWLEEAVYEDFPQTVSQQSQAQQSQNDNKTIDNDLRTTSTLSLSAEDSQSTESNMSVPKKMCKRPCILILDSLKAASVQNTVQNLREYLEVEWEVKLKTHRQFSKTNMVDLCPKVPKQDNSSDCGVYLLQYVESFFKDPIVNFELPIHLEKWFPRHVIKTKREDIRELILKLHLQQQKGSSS
SENP6 block – SENP6 protease inhibition. Recombinant SENP6 catalytic domain, aminoluciferin luminescence. inhibition, % at 10 µM. AID 2599. actives 1.8% (n = 330,000). Q9GZR1;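 active = inhibition above about 50% at the single tested dose, limit read from the data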;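 also: plate controls were DMSO wells with enzyme for no effect and DMSO wells lacking enzyme for full effect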
SENP8 block-1 – blocks human SENP8 cleavage of Nedd8 substrate. Q96LD8. recombinant SENP8, Nedd8 substrate fluorescence. inhibition, % at 20 µM. actives 0.64% (n = 360,000). AID 602440; in the data active = inhibition mostly above about 40%, no sharp cut-off; inactive = mostly below about 27%
Target sequence (Q96LD8 whole entry, looked up): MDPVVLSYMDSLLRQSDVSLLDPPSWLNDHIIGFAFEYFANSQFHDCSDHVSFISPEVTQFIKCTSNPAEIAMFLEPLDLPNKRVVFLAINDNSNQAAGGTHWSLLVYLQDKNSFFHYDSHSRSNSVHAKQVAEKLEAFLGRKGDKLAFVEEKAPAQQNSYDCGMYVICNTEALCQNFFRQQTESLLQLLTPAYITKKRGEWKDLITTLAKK
A3G deaminase – inhibitors of human APOBEC3G DNA deaminase; inhibition, % at 20 µM; recombinant A3G, ssDNA deamination FAM/TAMRA fluorescence; AID 493012; actives 0.28% (n = 330,000);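 active = inhibition of at least 40% at 20 µM, with no more than 30% in the related APOBEC3A deaminase screen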;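 also: plate controls were DMSO wells with A3G for no effect and wells lacking A3G enzyme for full effect; some compounds called inactive have numbers as strong as hits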
SENP8 block-2 – blocks the human protease SENP8; purified SENP8, Z-RLRGG-aminoluciferin cleavage, luminescence; inhibition, % at 10 µM; actives 1.2% (n = 330,000); AID 2540; in the data active = inhibition above about 50%
SENP1 inh – inhibitors of human SENP1 SUMO protease catalytic domain | recombinant SENP1 catalytic domain, CyPet-SUMO1-YPet FRET cleavage | inhibition, % at 10 µM | actives 0.21% (n = 360,000) | AID 624204;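 active = inhibition at least 30% at 10 µM, raw YFP signal under a set limit, fluorescence ratio 0.5 to 1.5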;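 also: 0% = enzyme with DMSO and 100% = no enzyme wells; some results filed as inactive read as strong as hits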
Target sequence (Q9P0U3 419-644 limits assumed): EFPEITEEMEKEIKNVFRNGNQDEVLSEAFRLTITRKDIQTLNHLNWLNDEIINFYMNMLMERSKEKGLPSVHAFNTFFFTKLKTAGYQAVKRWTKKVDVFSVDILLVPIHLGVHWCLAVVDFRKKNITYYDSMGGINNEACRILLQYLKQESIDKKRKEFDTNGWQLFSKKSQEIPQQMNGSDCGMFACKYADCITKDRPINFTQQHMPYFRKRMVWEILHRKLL
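Test system: recombinant human SENP1 catalytic domain, His6-tagged / Medium: pH 8 Tris buffer with EDTA, NaCl, BME, BSA, NP40, catalase / Also added: SUMO1 FRET substrate flanked by Cypet and Ypet, 25 nM / Times: 50 min reaction at room temperature / Signal: FRET, CFP and YFP emission / Control set: no-enzyme low control and enzyme-plus-DMSO high control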
Apaf1 inhib – human Apaf-1 inhibition; O14727; reconstituted apoptosome caspase-3 activity, DEVD-Rh110 fluorescence; inhibition, % at 20 µM; actives 0.71% (n = 330,000); active = inhibition of at least 40% at 20 µM;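 also: plate controls were DMSO wells for no effect and DEVD-CHO caspase inhibitor wells for full effect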
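Material: biochemical Apaf-1 apoptosome reconstitution. Medium: Hepes buffer, pH 7.5. Also added: cytochrome c activation, bis-DEVD rhodamine 110 substrate. Timing: 30 min compound preincubation, 50 min activation, room temperature. Measured by: rhodamine 110 fluorescence at Ex 480/Em 540 nm.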
Starred values were filed as active, the others as inactive; ? = inconclusive.

smiles	UBC13 polyUb	SENP7 inh	SENP6 block	SENP8 block-1	A3G deaminase	SENP8 block-2	SENP1 inh	Apaf1 inhib
COCCNC(=O)c1cn(C)c2ccc(S(=O)(=O)N3CCCCC3)cc2c1=O	2	-4	-5	4	-8	-3	2	-7
COc1ccc2nc(NC(=O)c3cc(C)oc3C)sc2c1	4	101*	88*	-83	1	90*	-4	2
Cc1cc(C)n2nc(SCc3ccc(F)cc3Cl)nc2n1	2	-6	-9	13	-8	-2	3	7
COc1ccc(C(=O)NCc2cn3ccccc3n2)cc1	4	-3	-12	-5	-2	-2	0	-4
Cc1ccc(N=Nc2cc(C)ccc2N)cc1	-51	100*	99*	35	-2	98*	5	1
CCN(CC)S(=O)(=O)c1ccc(N2CCN(C)CC2)c(NC(=O)Nc2ccccc2F)c1	15	2	-14	0	-6	2	2	-5
CC1=CC(C)(C)NC(=S)N1C(C)c1ccccc1 (stereo not drawn)	3	-4	-4	8	-1	0	-7	-56
O=C(Nc1ccc(F)cc1)c1cccc(N2C(=O)C3C4CCC(C4)C3C2=O)c1 (stereo not drawn)	8	2	-4	17	-5	-8	-1	-1
CCOC(=O)N1CCN(CC(O)c2c[nH]c3ccccc23)CC1 (stereo not drawn)	2	-4	-18	7	-13	-6	5	2
COCCNC(=O)C1CC(c2cccc([N+](=O)[O-])c2)=NO1 (stereo not drawn)	?	11	-13	10	-8	-5	0	-8
CCOc1ccc(C(=O)n2cc(C(=O)OC)c3ccccc32)cc1OCC	-4	1	-15	-2	-5	2	1	0
Cc1ccc(-c2nnc(-c3ccccc3)o2)cc1	5	93*	92*	-8	-3	82*	2	15
Fc1cccc(F)c1/C=C/c1ccc2ccccc2n1	-18	5	39	-50	6	40	-5	21
COc1ccc(N(C)C(=O)Cc2c(C(=O)O)[nH]c3ccccc23)c(OC)c1	-5	-9	-9	-9	-6	7	2	-1
CCc1ccccc1NC(=S)N(CCN1CCCCC1)Cc1ccco1	-16	-5	12	15	-3	-9	2	2
CCN1C(=O)Cc2cc(S(=O)(=O)NCCc3ccccc3)ccc21	2	-10	-20	11	-4	-9	3	17
Cc1ccc(N2CC(C(=O)Nc3cccnc3)CC2=O)cc1C (stereo not drawn)	-2	-1	-7	14	-8	1	-1	0
S=c1nc2c(n[nH]1)c1ccccc1n2CCc1ccccc1	-23	5	-5	21	-9	-5	1	2
O=C(COC(=O)c1ccc2c(c1)OCCO2)NCCc1ccccc1	5	4	4	3	-2	3	1	-1
O=C(Cc1ccc(Cl)cc1)NCCS(=O)c1ccc(Cl)cc1 (stereo not drawn)	1	-3	-1	17	-3	-7	3	2
Cc1cc2ccccc2nc1SCC(=O)NC1CCCCC1	?	1	3	14	-8	-2	0	4
COc1cc(S(=O)(=O)Nc2cccc(C)c2)ccc1NC(=O)c1cccnc1	-1	-11	-2	16	-3	-11	-1	14
CCOC(=O)N1CCN(C(=O)Cn2nc(C)n3nc(-c4ccc(OC)cc4)cc3c2=O)CC1	1	1	5	-194	-1	6	3	0
COCCNC(=O)CCSCc1ccccc1F	1	9	-24	9	-3	6	2	-26
Cc1ccc2nc(C)cc(C(=O)Nc3nccs3)c2c1	-1	-4	-23	-1	-6	2	-1	-8
Cc1cccc(OCc2nc3ccccc3c(=O)n2N)c1	-2	3	20	4	-6	-19	3	-92
CCN(CC)C(=O)C1CCC(CNS(=O)(=O)c2cccc3cccnc23)CC1 (stereo not drawn)	3	8	-26	9	-5	0	5	-2
C=CCn1c(N)cc(=O)nc1SCC(=O)NC(C)c1ccccc1 (stereo not drawn)	2	6	-15	4	-7	-2	-1	-16
O=C(COc1ccccc1Cl)Nc1ccc2c(c1)C(=O)NC2=O	12	5	17	-339	2	2	0	14
CCOC(=O)/C=C/CN(C(=O)OC(C)(C)C)S(=O)(=O)N1CC=CC1	-4	-12	-10	12	-3	-13	0	4

One compound at a time, from the list above. Screens in order: UBC13 polyUb | SENP7 inh | SENP6 block | SENP8 block-1 | A3G deaminase | SENP8 block-2 | SENP1 inh | Apaf1 inhib
`CCOC(=O)N1CCN(CC(O)c2c[nH]c3ccccc23)CC1` (stereo not drawn) as listed: 2 | -4 | -18 | 7 | -13 | -6 | 5 | 2
`Cc1ccc2nc(C)cc(C(=O)Nc3nccs3)c2c1` as listed: -1 | -4 | -23 | -1 | -6 | 2 | -1 | -8
`COCCNC(=O)CCSCc1ccccc1F` as listed: 1 | 9 | -24 | 9 | -3 | 6 | 2 | -26
`COCCNC(=O)c1cn(C)c2ccc(S(=O)(=O)N3CCCCC3)cc2c1=O` as listed: 2 | -4 | -5 | 4 | -8 | -3 | 2 | -7
`CCOC(=O)N1CCN(C(=O)Cn2nc(C)n3nc(-c4ccc(OC)cc4)cc3c2=O)CC1` as listed: 1 | 1 | 5 | -194 | -1 | 6 | 3 | 0

An excerpt from above in order of their number in SENP7 inh, largest number first:
| SMILES | UBC13 polyUb | SENP7 inh | SENP6 block | A3G deaminase | SENP8 block-2 | SENP1 inh |
| --- | --- | --- | --- | --- | --- | --- |
| COCCNC(=O)CCSCc1ccccc1F | 1 | 9 | -24 | -3 | 6 | 2 |
| CCN(CC)S(=O)(=O)c1ccc(N2CCN(C)CC2)c(NC(=O)Nc2ccccc2F)c1 | 15 | 2 | -14 | -6 | 2 | 2 |
| CCOC(=O)/C=C/CN(C(=O)OC(C)(C)C)S(=O)(=O)N1CC=CC1 | -4 | -12 | -10 | -3 | -13 | 0 |

(more compounds)
smiles	UBC13 polyUb	SENP7 inh	SENP6 block	SENP8 block-1	A3G deaminase	SENP8 block-2	SENP1 inh	Apaf1 inhib
CC12COC3(C(N)=O)CC1CCC32C (stereo not drawn)	5	1	9	8	-7	2	2	-17
O=C(C1=C(O)C(=O)N(CCOCCO)C1c1ccccn1)c1cccs1 (stereo not drawn)	-2	3	-7	31	-7	1	2	-22
CCCCOC(=O)C(C#N)c1nc2ccccc2nc1N1CCOCC1 (stereo not drawn)	-2	6	0	-1	-7	5	-27	23
O=C1OCC(c2ccccc2)=C1c1ccccc1[N+](=O)[O-]	-1	0	-2	7	-7	2	4	-6
COc1ccccc1OCCC(=O)OCC(=O)Nc1cc(S(=O)(=O)N(C)C)ccc1Cl	6	5	-4	3	-1	-6	2	13
CC(C)c1ccc(N(CC(=O)NCC2CCCO2)C(=O)Cn2nnc(-c3cccs3)n2)cc1 (stereo not drawn)	3	0	0	-9	-2	1	2	5
Cn1c(-c2ccc3c(c2)OCO3)c(C(=O)O)c(=O)c2ccccc21	-4	1	-11	-161	-2	-12	1	-8
Cc1cccc(Oc2ccc(N)cc2)c1	6	7	6	20	-8	0	0	0
O=C(CCc1nc2ccccc2c(=O)[nH]1)Nc1nc(-c2cccs2)cs1	4	2	-14	-54	-3	-5	0	5
CC1=C(C(=O)OCC(C)C)C(c2ccsc2)C2=C(CCCC2=O)N1 (stereo not drawn)	8	-8	-17	-389	-2	-11	-8	3
O=C(NC1CCCC1)C(c1ccccn1)N(C(=O)c1csnn1)c1ccccc1Cl (stereo not drawn)	-1	3	-8	8	-5	-7	3	-3
O=C(c1ccccc1)N1CCC(CC2CC(c3ccc(Cl)cc3)=NO2)(C(=O)NCC2CCCCC2)CC1 (stereo not drawn)	5	0	-4	7	-8	2	0	9
Cc1ccc(N=C/C(C(=O)C(F)(F)F)=C(\O)c2cccs2)cc1	6	96*	27	-50	-7	20	-21	12
CC(=O)Nc1ccc(C2=NN(CC#N)C(=O)SC2)cc1	-3	-9	-10	14	-9	-6	-3	-4
O=C1[C@@H]2CSCN2C(=O)CN1Cc1c(F)cccc1Cl	-2	5	9	10	-9	-1	3	0
Cc1cc(C)cc(NC(=O)CN2CCN(c3ccccn3)CC2)c1	3	9	10	13	-15	-7	1	-5
C(=N\Nc1ncnc2ccccc12)/c1ccccc1	-10	66*	47	10	-6	39	1	18
O=C(NCCCN1CCOCC1)c1cc(-c2ccccc2)on1	-13	-7	-3	6	-5	-15	0	-3
O=C(NCc1ccc2c(c1)OCO2)C1CCCN1C(=O)Nc1cccc(F)c1 (stereo not drawn)	10	8	-8	32	0	4	2	-7
CCN1CCCC(OC(=O)Nc2ccccc2)C1 (stereo not drawn)	-4	-4	-2	17	-6	-12	0	9
CSc1nc(-c2ccccc2)nc(N2CCCC2)c1C(C)=O	5	-2	-9	7	-6	-4	2	-13
CCCC/C(C)=N/NC(=O)CN(c1ccc(Br)cc1)S(=O)(=O)c1ccccc1	6	8	5	8	-4	0	2	12
CC(=O)Nc1cc(C(=O)OCC(=O)c2ccc(C)cc2)ccc1C	0	3	-33	17	-8	-5	1	-7
COc1ccc(N2CCN(C(C)C(=O)N3CCc4ccccc43)CC2)cc1 (stereo not drawn)	-2	-2	-3	9	-8	-8	0	9
CC(=O)c1cccc(-n2nnnc2SCC(=O)NNC(=O)C2CCCCC2)c1	-8	-4	22	24	-6	-4	0	5
O=S(=O)(NCc1ccc(Cl)cc1Cl)c1ccc(N2CCOCC2)nc1	-3	-5	-11	5	-10	-7	-2	12
CCOC(=O)N1CCN(S(=O)(=O)c2ccc(C(=O)N(CCN(C)C)c3nc4ccc(CC)cc4s3)cc2)CC1	13	-6	-9	13	-7	-10	-1	4
O=C(Nc1ccccc1)C1CCN(C(=O)c2ccc([N+](=O)[O-])cc2)CC1	-3	0	11	11	-3	6	-1	-3
C=CCN1C(=O)C(CC(=O)NCC)SC1=Nc1ccc(S(N)(=O)=O)cc1 (stereo not drawn)	-4	1	-12	16	-1	0	0	-10
COc1cc2cc(C(N)=O)c(N)nc2cc1OC	22	2	-2	-477	-2	3	-34	3
CCC(C)n1cnc2c(c1=O)c1nc3ccccc3nc1n2Cc1ccc(OC)cc1 (stereo not drawn)	6	3	-6	-292	-1	2	-4	33
O=C(NCC1CC1)c1ccc(Oc2cc(Cl)cc(Cl)c2)o1	-2	-12	-18	3	-6	-10	-1	14
CCC(=O)Nc1ccc(S(=O)(=O)NCc2ccco2)cc1	-5	-2	-16	13	-5	-12	1	7
CN1CCN(S(=O)(=O)c2ccc(N)cc2)CC1	5	-7	-6	2	-6	9	4	-11
COc1cnc(-c2ccccc2)nc1Oc1ccc(C(C)(C)C)cc1	9	0	16	39	-2	-3	1	17
CCOC(=O)C1=C(C)NC(=O)NC1c1ccc(F)cc1 (stereo not drawn)	-1	-3	0	-7	-8	-4	0	-19
Cc1[nH]c(=O)cc2ccccc12	0	-3	-17	-30	10	-5	0	11
COc1ccc(C(=O)Nc2ccc(C(=O)NCC3CCCO3)cc2)c(OC)c1OC (stereo not drawn)	-3	7	-3	12	-8	-9	3	-11
COCc1cc(Sc2c(Cl)cccc2Cl)nc(-c2ccccc2)n1	-2	7	0	33	-6	-5	-1	14
CN(C)c1ccc(CNC(=O)CCS(=O)(=O)c2ccc3c(c2)oc(=O)n3C)cc1	-4	-3	-15	16	-5	-6	-1	-9
CCOC(=O)c1ccc(N/C=C2/CCCC(C)C2=O)cc1 (stereo not drawn)	-8	-9	14	-61	-2	3	-4	6
C=CCN1CCN(c2ccncc2S(=O)(=O)N2CCCCC2)CC1	2	-1	-7	12	0	-3	-1	0
O=C(NNc1nc2ccc(F)cc2s1)c1cccc(F)c1	-8	8	49	0	-9	22	2	0
Cc1ccc2c(c1)N(CCC(=O)NCCCN1CCCC1)C(=O)CO2	0	0	-7	17	-12	3	-5	1
COc1cccc(N2CCN(C(=O)c3cc(-c4ccc(F)cc4)[nH]c3C)CC2)c1	0	-3	-18	17	-7	-16	-2	19
COC(=O)C1=CN(Cc2ccc(OC)cc2)C=C(C(=O)OC)C1c1ccc(O)c(OC)c1	5	3	-2	-408	-11	-4	-28	-1
O=[N+]([O-])c1ccc(Sc2cccc3cccnc23)c2cccnc12	-4	-5	0	30	-8	-1	5	1

Compound activity as filed in PubChem.
